High-throughput results deposited in PubChem BioAssay by several laboratories.
PPARg SRC2 recr – PPARgamma-driven SRC-2 recruitment agonism | activation, % at 8 µM | PPARgamma LBD-SRC-2 recruitment, biochemical | 200,000 tested, 0.34% active | P37231 | AID 1032; in the data active = activation above about 22%;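 also: 0% = vehicle and 100% = reference agonist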
Target sequence (P37231 whole entry, looked up, the tested form may be a part): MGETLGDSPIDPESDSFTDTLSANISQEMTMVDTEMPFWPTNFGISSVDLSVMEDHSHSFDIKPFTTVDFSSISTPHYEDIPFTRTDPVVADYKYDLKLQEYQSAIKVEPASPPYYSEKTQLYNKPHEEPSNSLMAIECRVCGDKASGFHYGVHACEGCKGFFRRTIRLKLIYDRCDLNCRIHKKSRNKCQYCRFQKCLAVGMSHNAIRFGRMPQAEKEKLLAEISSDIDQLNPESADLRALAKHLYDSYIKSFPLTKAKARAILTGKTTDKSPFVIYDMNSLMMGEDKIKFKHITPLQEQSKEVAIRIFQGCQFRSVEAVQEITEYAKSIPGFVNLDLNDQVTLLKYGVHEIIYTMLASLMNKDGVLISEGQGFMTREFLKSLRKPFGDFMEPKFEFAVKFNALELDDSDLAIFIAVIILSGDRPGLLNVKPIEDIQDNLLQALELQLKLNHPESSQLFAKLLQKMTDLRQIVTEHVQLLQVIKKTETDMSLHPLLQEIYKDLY
PPARg SRC1 recr – PPARgamma-driven SRC-1 recruitment agonism; P37231; PPARgamma-SRC-1 coactivator recruitment biochemical assay; activation, % at 8 µM; 200,000 tested, 0.41% active; in the data active = activation above about 19%;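 also: 0% = DMSO and 100% = reference agonist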
PPARg SRC3 recr – agonists of human PPARgamma SRC-3 coactivator recruitment. P37231. 200,000 tested, 0.26% active. biochemical PPARgamma/SRC-3 coactivator recruitment assay. activation, % at 8 µM. AID 731; in the data active = activation above about 23%;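 also: 0% = DMSO and 100% = reference agonist; some compounds past the cut are filed as inactive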
TNAP act hi DEA – TNAP (human) activation, high acceptor; P05186; purified TNAP, CDP-star luminescence, 1 M DEA, 30 min; stronger effect = higher value; 0 = EDTA background, 1 = DMSO-only activity; activation factor at 20 µM; 200,000 tested, under 10 active;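 active = activation factor at least 2 at 20 µM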
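system = human TNAP | amount = enzyme diluted 1/800 final | reagent = 100 µM CDP-star substrate | signal = luminescent substrate turnover signal | dosing = one dose, 20 µM | benchmarks = EDTA negative control, DMSO positive control | measure = activation factor | timing = 30 min reaction, room temperature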
STAT1 blocker – inhibitors of IFN-gamma induced STAT1 signaling; 200,000 tested, 0.35% active; NIH 3T3 STAT1-luciferase reporter, luminescence; AID 920; inhibition, % at 5.5 µM;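 active = inhibition above a set limit, the mean inhibition across all tested compounds plus 3 SD, cut at about 34% in these data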;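 also: 0% = IFN-gamma with DMSO and 100% = IFN-gamma with 300 µM nifuroxazide; values of inactives mirror those of a sister screen read the other way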
bIAP act – intestinal alkaline phosphatase (bovine) activation; activation factor at 20 µM; 200,000 tested, 0.17% active; purified bovine IAP, CDP-star luminescence, 30 min; stronger effect = higher value; fold of DMSO-control signal, blank-subtracted; AID 1016;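 active = activation factor of 2 or more at 20 µM, a signal rise over negative controls twice the positive control's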
bIAP inh – intestinal alkaline phosphatase (bovine) inhibition; purified bovine IAP, CDP-star luminescence, 30 min; 190,000 tested, under 10 active; inhibition, % at 20 µM;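 active = over 50% inhibition of intestinal alkaline phosphatase at 20 µM in the single-dose screen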
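Assay system: bovine IAP enzyme; medium: DEA buffer 100 mM, pH 9.8, with MgCl2 1.0 mM, ZnCl2 0.02 mM; doses: 20 µM single dose; incubation: enzyme reaction for 30 min at room temperature; detection: CDP-star luminescence signal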
STAT3 inh – reduces IL-6 driven STAT3 reporter signal; U3A cells, IL-6 STAT3-luciferase reporter, luminescence; host cell line lacks STAT1; 190,000 tested, 0.89% active; inhibition, % at 5.5 µM;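 active = inhibition above the mean inhibition across all screened compounds plus 3 SD, cut at about 44% in these data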;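 also: 0% = DMSO only wells and 100% = 100 µM nifuroxazide control wells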
STAT3 act – STAT3 signaling activation. activation (% of control), % at 5.6 µM. AID 871. 190,000 tested, 0.91% active. U3A cells, IL-6 STAT3-luciferase reporter, luminescence; 100% = signal with IL-6 EC80 alone;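 active = activation above the screen-wide mean of compound activation plus 3 SD, cut at about 130% in these data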;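 also: 0% = background luminescence of wells with medium and substrate only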
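Test system: Human STAT1-deficient U3A cells with stable STAT3-luciferase reporter | Also added: Interleukin-6, 33 ng/mL | Timing: Compound pre-incubation 1 h before IL-6, then 6 h stimulation at 37 °C | Technique: Luciferase reporter luminescence | Read-out: Percent of IL-6-only median luminescence | Benchmarks: IL-6-only wells as 100% reference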
ROMK mod – modulates human ROMK potassium channel activity; P48048; Tet-inducible ROMK, thallium flux fluorescence; actives lie on both sides; B-score at 10 µM; 130,000 tested, 2% active; AID 1918;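 active = signal ratio slope over the read window, or its plate-corrected B-score, at least 3 SD from the plate mean, either direction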;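 also: B-score of the F/F0 ratio slope over 7 to 12 s after thallium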
Target sequence (P48048 whole entry, looked up): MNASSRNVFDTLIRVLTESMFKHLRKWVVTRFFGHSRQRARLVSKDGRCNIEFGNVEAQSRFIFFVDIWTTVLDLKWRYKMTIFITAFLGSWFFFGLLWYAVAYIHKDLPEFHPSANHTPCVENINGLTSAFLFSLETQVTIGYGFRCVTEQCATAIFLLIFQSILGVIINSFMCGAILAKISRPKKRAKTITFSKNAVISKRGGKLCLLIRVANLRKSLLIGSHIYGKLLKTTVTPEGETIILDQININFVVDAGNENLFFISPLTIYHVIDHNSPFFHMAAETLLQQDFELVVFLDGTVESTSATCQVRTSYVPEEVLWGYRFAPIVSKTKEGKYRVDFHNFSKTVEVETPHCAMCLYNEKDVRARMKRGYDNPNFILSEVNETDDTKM
SRC2 TRFRET art – TR-FRET artefact, counter-screen to PPARgamma/SRC-2 agonist assay | AID 1049 | stronger effect = higher value | 200,000 tested, 0.4% active | TR-FRET ratio at 8 µM; in the data active = TR-FRET ratio above about 2000; also: inactives centre near 1500
* marks the source's active call; other numbers are inactive results; / = no result given.

SMILES | PPARg SRC2 recr | PPARg SRC1 recr | PPARg SRC3 recr | TNAP act hi DEA | STAT1 blocker | bIAP act | bIAP inh | STAT3 inh | STAT3 act | ROMK mod | SRC2 TRFRET art
COCCN(C(=S)Nc1cc(C)cc(C)c1)C(C)c1cccs1 (centres undefined) | 6.3 | 6.0 | 3.9 | 1 | 9.3 | 1 | 0.7 | 6.9 | 95.6 | -1.36 | 1678
CC(=O)NC(NC(=S)Nc1c(C)n(C)n(-c2ccccc2)c1=O)C(Cl)(Cl)Cl (centres undefined) | 5.2 | 9.0 | 8.4 | 1.1 | -4.0 | 1.1 | -12.0 | -1.1 | 102.2 | -0.378 | 1648
CCn1c(COc2ccc(C)cc2)nnc1SCC(=O)Nc1ccc2c(c1)OCCO2 | 2.8 | 4.9 | 4.9 | 1 | -3.1 | 1 | 4.1 | 5.7 | 98.3 | / | 1414
Cc1ccccc1-c1noc(-c2cccs2)n1 | 2.8 | 5.1 | 12.9 | 1 | -49.8 | 0.9 | 13.5 | -8.1 | 105.9 | / | 1614
COc1cc(C2C(S(=O)(=O)c3ccccc3)CON2C)ccc1OCc1ccc(F)cc1 (centres undefined) | 5.3 | 8.9 | 7.3 | 1.1 | 1.0 | 1.3 | -29.4 | 9.2 | 98.0 | 1.19 | 1632
O=C(CCc1ccc(S(=O)(=O)NC2CCCCC2)cc1)N(Cc1ccccc1)Cc1ccccc1 | 7.2 | 1.4 | -10.7 | 1 | 7.2 | 0.8 | 18.3 | 5.8 | 103.8 | / | 1388
CN(C)CCOc1ccc(C(C)(C)c2ccccc2)cc1 | -1.6 | 11.4 | 0.1 | 1.1 | -18.9 | 1.1 | -7.4 | 2.2 | 103.2 | -1.98 | 1699
c1cncc(-c2nnc3sc(C4CCCCC4)nn23)c1 | 3.9 | -0.2 | -1.0 | 1 | -2.2 | 0.9 | 7.6 | 3.8 | 99.2 | 0.977 | 1561
CCOC(=O)c1cc2sccc2n1CC(=O)Nc1ccc(OC)cc1 | 15.0 | 4.8 | 4.9 | 1.1 | -0.9 | 0.9 | 6.6 | 6.1 | 98.1 | / | 1750
CC(CCc1ccccc1)NC(=O)Cc1cccs1 (centres undefined) | 1.7 | -4.2 | -1.9 | 1 | 10.0 | 1.3 | -28.4 | -0.4 | 102.3 | 1.39 | 1558
COc1cccc(NC(=O)COC(=O)Cc2ccc(Br)cc2)c1 | 8.3 | 11.8 | 4.7 | 1 | -17.2 | 0.8 | 16.5 | -5.1 | 104.7 | -0.62 | 1777
CCOC(=O)N1CCN(C(=O)C2CCN(S(=O)(=O)CC)CC2)CC1 | -5.0 | 1.4 | 3.8 | 1.1 | -4.1 | 1 | 4.0 | -0.3 | 104.5 | 1.05 | 1562
COc1cc(C(=O)N2CCN(C(=O)c3ccccc3)CC2)cc(OC)c1OC | 5.5 | 10.7 | -5.8 | 1 | -2.6 | 1 | 1.9 | 10.3 | 93.3 | / | 1635
CCCCn1c(SCC(=O)N2CC(C)CC(C)C2)nc2cc(S(N)(=O)=O)ccc21 (centres undefined) | -1.6 | -6.8 | -4.1 | 1 | 2.2 | 0.9 | 7.9 | 4.2 | 101.9 | / | 1501
COc1ccc(CNCCC(c2ccc(F)cc2)c2ccc(OC)cc2)cc1 (centres undefined) | -14.6 | 0.4 | -4.1 | 1 | -4.7 | 1 | 4.8 | -7.8 | 104.4 | -4.16* | 1630
C/C(N)=C(/C#N)C(=O)CSc1nc2ccccc2[nH]1 | -2.1 | -3.2 | -6.8 | 1.1 | -27.8 | 1 | 0.2 | -15.7 | 111.4 | 0.00671 | 1617
CCOc1ccccc1N(CC(=O)Nc1ccc2c(c1)OCCO2)S(C)(=O)=O | 7.0 | 8.9 | 0.9 | 1.1 | -4.9 | 1.1 | -8.9 | -5.1 | 107.8 | / | 1577
CCOc1ccc(OCCSc2nc(C)cc(=O)[nH]2)cc1 | -0.7 | 2.4 | 6.4 | 1.1 | 2.7 | 0.8 | 16.4 | 2.9 | 99.7 | 0.628 | 1884
Cc1cc(Br)c2[nH]c3c(c2c1)CCCC3=O | 1.4 | 3.3 | 0.3 | 1 | -8.1 | 0.8 | 24.4 | 9.1 | 97.2 | -0.548 | 1530
Cc1[nH]c2ccccc2c1/C=C(\C#N)C(=O)NCC1CCCO1 (centres undefined) | 10.5 | 8.1 | 4.7 | 1 | -9.8 | 0.8 | 16.2 | 15.6 | 92.3 | 0.631 | 1578
CSc1nc(Sc2ccccc2)c2ccccc2n1 | 9.8 | 14.0 | 9.5 | 1 | 2.5 | 0.8 | 16.9 | 3.1 | 102.2 | / | 1821
CCOc1ccc2c(C)cc(=O)oc2c1OCC | -0.6 | 0.7 | -3.5 | 1 | -3.6 | 0.9 | 6.2 | -6.2 | 109.6 | / | 1419
COc1cc(C(=O)Nc2cc(-c3nc4cc(C)ccc4o3)ccc2C)cc(OC)c1OC | -17.5 | -0.2 | -3.3 | 1.1 | -19.8 | 1 | -4.6 | 7.1 | 97.4 | -0.428 | 1367
COCCn1nnnc1C(c1ccccn1)N1CCN(c2cccc(C)c2C)CC1 (centres undefined) | 2.1 | 4.8 | -8.3 | 1 | 4.4 | 1 | 0.2 | 3.5 | 98.3 | / | 1487
CCOC(=O)c1c(N)sc(-c2ccccc2)c1C | 5.7 | -2.5 | 8.8 | 1 | -14.4 | 0.8 | 15.1 | 18.6 | 87.0 | 0.35 | 1401

Given with values under each structure: entries from further up.
Below each compound: PPARg SRC2 recr	PPARg SRC1 recr	PPARg SRC3 recr	TNAP act hi DEA	STAT1 blocker	bIAP act	bIAP inh	STAT3 inh	STAT3 act	ROMK mod	SRC2 TRFRET art
- CCOc1ccc(OCCSc2nc(C)cc(=O)[nH]2)cc1
 : -0.7	2.4	6.4	1.1	2.7	0.8	16.4	2.9	99.7	0.628	1884
- Cc1cc(Br)c2[nH]c3c(c2c1)CCCC3=O
 : 1.4	3.3	0.3	1	-8.1	0.8	24.4	9.1	97.2	-0.548	1530

Later entries.
SMILES | PPARg SRC2 recr | PPARg SRC1 recr | PPARg SRC3 recr | TNAP act hi DEA | STAT1 blocker | bIAP act | bIAP inh | STAT3 inh | STAT3 act | ROMK mod | SRC2 TRFRET art
O=C(O)C1CC=CCC1C(=O)NC1CCCCC1 (centres undefined) | -3.6 | 9.8 | 1.0 | 1 | -3.7 | 1 | 1.9 | 6.2 | 97.8 | -0.0917 | 1611
COc1ccc(CN2CCCC(CNC(=O)c3ccc(F)cc3)C2)c(F)c1 (centres undefined) | -2.5 | -2.6 | 1.1 | 1.1 | 2.9 | 1.2 | -18.4 | 0.0 | 105.2 | -0.371 | 1682
CCSc1nnc(NC(=O)/C=C/c2ccco2)s1 | 16.3 | 12.9 | 2.3 | 1.1 | -29.1 | 1 | -0.9 | 13.4 | 93.6 | -0.389 | 1683
Cc1ccccc1-c1nc(CN2CCC(C(=O)NCc3cccs3)CC2)c(C)o1 | 5.0 | 4.0 | -0.4 | 1 | 5.0 | 1.5 | -46.8 | 4.8 | 96.1 | -1.26 | 1726
OCCC1CN(Cc2cccc(-n3cccn3)c2)CCN1Cc1ccccc1 (centres undefined) | 1.8 | -6.3 | 1.9 | 1 | 0.7 | 1.2 | -24.0 | 4.0 | 99.7 | 0.0149 | 1596
COc1ccc(N(CC(=O)NC2CCCCCCC2)S(=O)(=O)c2c(C)nn(C)c2C)cc1 | -7.4 | 1.2 | 2.0 | 1 | -1.9 | 0.9 | 6.7 | 1.4 | 106.5 | / | 1477
Cc1nc2cc(NC(=O)N(C)c3ccc4ccccc4c3)ccc2o1 | 5.9 | 9.5 | 9.6 | 1.1 | 6.4 | 1 | -3.9 | -1.0 | 100.6 | / | 1640
CCOc1ccccc1NC(=O)Cn1nnc(-c2ccc(OCC)c(OCC)c2)n1 | -1.9 | 7.7 | 11.4 | 1 | 3.4 | 0.7 | 25.9 | -15.3 | 115.5 | / | 1635
COc1cccc(C(=O)Nc2cc(C(F)(F)F)ccc2Cl)c1 | 0.1 | 3.0 | 5.6 | 1 | 0.0 | 1 | 4.3 | 5.9 | 101.0 | 1.05 | 1486
O=C(Nc1ccc(F)cc1F)C1CCN(C(=O)c2ccc(Br)cc2)CC1 | -3.0 | -4.2 | -1.9 | 1 | -8.2 | 1.1 | -7.5 | 9.6 | 97.6 | -0.464 | 1402
CCCCCCn1c(CN2CCCCC2CC)nc2c1c(=O)n(C)c(=O)n2C (centres undefined) | -2.5 | -2.6 | 1.0 | 1 | 4.5 | 0.9 | 7.4 | 3.1 | 97.6 | / | 1480
O=C(CSC1=NC2(CCCCCC2)N=C1c1ccccc1)Nc1ccc2c(c1)OCCO2 | -9.7 | -3.4 | 1.8 | 1 | -12.8 | 1 | -4.2 | -5.0 | 104.2 | -0.123 | 1626
Cc1cc(C)n(Cc2ccccc2)c(=O)c1S(=O)(=O)c1ccccc1 | -1.8 | 9.0 | -1.2 | 1 | 1.5 | 1 | -1.4 | 8.2 | 101.0 | / | 1495
O=C(COc1ccc(S(=O)(=O)N2CCOCC2)cc1)NC1CCCC1 | 1.7 | -0.3 | 0.1 | 1 | 5.4 | 0.9 | 8.1 | -3.4 | 105.0 | / | 1487
COc1ccc(NS(=O)(=O)c2ccc3oc(SCc4ccc(F)cc4)nc3c2)cc1 | 1.0 | -1.1 | 1.1 | 1 | 5.8 | 0.9 | 8.7 | 16.5 | 88.0 | 0.0223 | 1549
CCOc1ccc(Cl)cc1CN1CCOCC1 | -2.8 | -3.3 | -0.1 | 1.1 | -10.1 | 1 | 0.0 | -3.7 | 103.0 | 0.219 | 1483
O=C(c1ccc(NC(=S)NCc2ccc(Cl)cc2)cc1)N1CCCCC1 | 4.9 | 1.5 | 3.1 | 1 | -2.5 | 1.1 | -10.7 | 0.0 | 106.3 | 0.00313 | 1365
O=C(Nc1nc2ccccc2n1Cc1ccccc1)c1ccco1 | 1.8 | -1.0 | -1.3 | 1 | -0.1 | 0.9 | 11.6 | 12.0 | 93.5 | / | 1493
O=C(NCCCN1CCOCC1)c1ccc(N2CCCC2)c([N+](=O)[O-])c1 | 1.8 | 8.4 | 0.7 | 1 | 6.6 | 0.9 | 9.6 | 20.1 | 87.2 | 0.106 | 1608
Cc1ccc(/C=C/C(=O)OCC(=O)N2CC(=O)Nc3ccccc32)o1 | 10.1 | 10.1 | 2.0 | 1 | 1.2 | 0.9 | 9.5 | 1.0 | 100.5 | -0.85 | 1489
CCOC(=O)c1c(NC(=O)CC2SC(=NC)N(C)C2=O)sc(C)c1C (centres undefined) | 9.0 | -1.7 | 7.2 | 1.1 | 2.1 | 1.1 | -8.9 | -13.1 | 111.1 | 0.784 | 1560
COc1ccc(NC(=S)N(CCN(C)C)Cc2cccs2)cc1 | -8.2 | -2.9 | -1.9 | 1 | 0.8 | 0.9 | 9.4 | 8.8 | 99.8 | -0.135 | 1576
CC(C)CC(CO)N1CCN(C(=O)c2cccc(C(F)(F)F)c2)CCC1=O (centres undefined) | 8.1 | 5.6 | 0.2 | 1 | -2.1 | 0.9 | 6.1 | 1.8 | 96.1 | 0.454 | 1485
